From PubChem
uPA surface inh: blocks generation of uPA at the cell surface. Potency, µM (titrated, usually from 38.3 µM), for the others: at the top dose activity change, negative = inhibition, usual class: inhibitors. 330,000 compounds, 0.31% hits. AID 540303. cell surface uPA generation assay, qHTS; active = well fitted inhibition curve with a large enough effect; inconclusive = small, poorly fitted or top-dose-only effect; inactive = no such curve, though single readings can be large or run the other way; tested in mouse RAW 264.7 cells; note: potency is the fitted concentration of half-maximal effect; nearly all actives have a fitted effect of over 55% in size
B2AR arrestin: beta2AR (human) beta-arrestin recruitment activity; beta-arrestin recruitment to beta2AR, cell-based reporter; Potency, µM (top dose mostly 46.1 µM), for the others: at the highest dose activation, usual class: activators; 330,000 compounds, 0.02% hits; AID 492947;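 note: potency is the fitted concentration of half-maximal effect; 0% = DMSO controls and full agonism = EC100 isoproterenol or metaproterenol; nearly all actives have a fitted effect of over 65% in size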
Target sequence (P07550 whole entry, looked up): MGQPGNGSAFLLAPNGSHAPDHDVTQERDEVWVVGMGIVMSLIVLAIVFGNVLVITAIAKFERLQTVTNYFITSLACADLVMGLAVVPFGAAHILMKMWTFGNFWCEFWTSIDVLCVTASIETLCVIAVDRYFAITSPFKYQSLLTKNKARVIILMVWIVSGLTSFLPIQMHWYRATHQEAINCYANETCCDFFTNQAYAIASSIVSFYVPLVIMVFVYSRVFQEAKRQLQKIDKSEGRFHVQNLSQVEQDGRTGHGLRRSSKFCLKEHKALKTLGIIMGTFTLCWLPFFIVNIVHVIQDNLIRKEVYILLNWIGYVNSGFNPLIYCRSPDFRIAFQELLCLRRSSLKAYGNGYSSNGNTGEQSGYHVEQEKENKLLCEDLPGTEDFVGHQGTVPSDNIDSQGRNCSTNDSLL
KCNH2 WT inh: inhibitors of human wildtype KCNH2 potassium channel; Q12809; U2OS, BacMam KCNH2, thallium flux FluxOr; stronger effect = lower value; activity change, % at 1.84 µM; 340,000 compounds, 0.37% hits; AID 720551;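 active = maximum activity change below -70%; inconclusive = maximum activity change between -70% and -50%; inactive = maximum activity change above -50%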
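U2OS cells were transduced with wild-type KCNH2 virus (2.03 x 10^8 / mL) for 4 h at room temperature, then cultured overnight at 37 C. Thallium flux was read with FluxOr dye. Rate constants were normalized to DMSO controls.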
GALK inhibitor: inhibitors of human galactokinase; P51570; Purified GALK, Kinase-Glo residual ATP luminescence; Potency, µM (doses to about 57.5 µM), without a hit: at the highest dose activity change, negative = inhibition, actives largely listed as inhibitors; 270,000 compounds, 0.007% hits; note: potency is the fitted concentration of half-maximal effect
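Quantitative HTS: GALK 5 nM, ATP 35 uM, galactose 100 uM, 1 h room temperature, then luciferase-based ATP detection.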
KCNH2 3.1 inh: inhibitors of human KCNH2 3.1 potassium channel isoform; activity change, % (tested at about 1.8 µM); 340,000 compounds, 0.95% hits; U2OS KCNH2 3.1, thallium flux FluxOr; stronger effect = lower value;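 active = maximum activity change below -70%; inconclusive = maximum activity change from -70% to -50%; inactive = maximum activity change above -50%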;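 note: thallium influx rate constant from kinetic fluorescence after stimulation buffer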
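Channel expression came from 3.1 mutant virus (1.77 x 10^8 /mL) applied to suspended U2OS cells for 4 h. Flux was tracked with FluxOr dye plus Red40 quencher, and kinetic rate constants normalized to controls.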
USP2a inh: inhibitors of human ubiquitin-specific protease USP2a | O75604 | Potency, µM (series often up to 38.3 µM), for inactives: top-dose activity change, negative = inhibition, actives largely listed as inhibitors | 330,000 compounds, 0.01% hits | USP2 core, Ub-CHOP2 coupled fluorogenic reporter, 485/531;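 note: potency is the fitted concentration of half-maximal effect; plate controls were DMSO wells for no effect and full inhibition by NEM control for full effect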
Target sequence (O75604 whole entry, looked up): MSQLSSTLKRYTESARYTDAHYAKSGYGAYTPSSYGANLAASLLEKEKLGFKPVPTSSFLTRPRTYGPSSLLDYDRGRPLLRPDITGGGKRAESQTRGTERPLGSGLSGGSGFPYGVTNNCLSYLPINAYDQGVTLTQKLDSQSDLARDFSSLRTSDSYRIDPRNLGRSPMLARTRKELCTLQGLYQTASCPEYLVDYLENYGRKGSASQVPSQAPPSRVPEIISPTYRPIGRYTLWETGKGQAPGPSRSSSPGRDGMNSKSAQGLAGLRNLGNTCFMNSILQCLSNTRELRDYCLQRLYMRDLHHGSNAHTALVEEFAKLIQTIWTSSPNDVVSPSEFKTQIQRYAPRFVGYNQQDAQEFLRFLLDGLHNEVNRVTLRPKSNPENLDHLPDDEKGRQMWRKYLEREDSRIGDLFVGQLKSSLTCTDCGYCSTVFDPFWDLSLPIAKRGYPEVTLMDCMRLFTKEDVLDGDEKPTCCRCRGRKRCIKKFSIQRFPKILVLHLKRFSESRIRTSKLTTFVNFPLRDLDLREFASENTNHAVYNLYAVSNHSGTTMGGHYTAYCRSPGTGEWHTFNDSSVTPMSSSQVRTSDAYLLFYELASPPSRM
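Deubiquitinase activity read as fluorescence (485/531 nm) after Ub-CHOP2 cleavage activates the enterokinase reporter on its substrate; USP2 core 10nM, Ub-CHOP2 and substrate 25nM each, 30min compound preincubation then 60min RT; data normalized to NEM, curves fitted.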
Coupling enz: coupling enzyme interference in Giardia aldolase counter-screen | coupling enzyme system counterscreen, AmpLite Red fluorescence | activity change, negative = inhibition, % at 58.2 µM, hits read low | 290,000 compounds, 0.67% hits; in the data active = activity change below about -30%
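Compounds tested against the coupling enzymes alone at 57.5 uM final; readout was AmpLite Red fluorescence (525/598 nm) after 20 min at RT.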
BCR signal inh: chronic active BCR signaling inhibition. Potency, µM (top dose mostly 46.1 µM), for inactives: at the highest dose ratio change, negative = lower green/red ratio, hits mostly inhibitors. 340,000 compounds, 0.05% hits. AID 493014. ABC-DLBCL IkBa-CBG/CBR reporter, luminescence ratio, 4 h; active = well fitted inhibition curve with a large enough effect in the signal ratio, with a control signal flat, not every such curve was filed as active; inconclusive = small, poorly fitted or top-dose-only effect, or effect the other way, or a change in a side signal; the % refers to the signal ratio;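 note: potency is the fitted concentration of half-maximal effect; plate controls were basal doxycycline-induced cells for no effect and cells given 10 µM MG132 for full effect; MG132 reads +100%, hits lower the ratio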
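TMD8 human ABC-DLBCL cells with doxycycline-inducible IκBα–green luciferase fusion and unfused red luciferase, in 0.5% FBS medium; compounds up to 46 uM, 4 h at 37C. Green/red luminescence ratio, filter-overlap corrected, fitted to concentration-response curves.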
Giardia kill: Giardia lamblia killing; Giardia lamblia trophozoite viability; 340,000 compounds, 0.15% hits; AID 540267; activity change, % at 7.66 µM, hits read low; in the data active = activity change below about -80%; inconclusive = between about -30% and that limit;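 note: parasites exposed to compound for two days anaerobically before the ATP read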
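Each well holds 100 Giardia trophozoites and compound. After two days (48 hrs) at 37 deg C in anaerobic conditions, ATP is quantified by luminescence.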
PKM2 act: activators of human pyruvate kinase M2; AID 1631; 260,000 compounds, 0.34% hits; Potency, µM (highest dose often 57.5 µM), for the others: at the highest dose activation, hits mostly activators; purified PKM2, Kinase-Glo ATP luminescence, activation; response scale: 0% is enzyme alone, no compound; note: potency is the fitted concentration of half-maximal effect; nearly all actives have a fitted effect of over 55% in size
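Purified hPK-M2 (>95% pure) converted ADP (0.1 mM final) to ATP with 0.5 mM PEP in 50 mM imidazole pH7.2, KCl, MgCl2, Tween 20, BSA; 1 h at room temperature. ATP detected by Kinase-Glo luminescence.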
Eya2 inh: inhibitors of human Eya2 phosphatase activity | AID 488837 | Potency, µM (series often up to 76.9 µM), without a hit: at the highest dose activity, negative = inhibition, usual class: inhibitors | O00167 | 330,000 compounds, 0.006% hits | recombinant Eya2, OMFP fluorescence dephosphorylation (OMFP is methylfluorescein phosphate); note: potency is the fitted concentration of half-maximal effect
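Eya2 (0.2 uM) preincubated 10 min at ambient with compound, then OMFP substrate added at 50 uM; 10 min reaction in 50 mM HEPES pH 7.5, 50 mM NaCl, 5 uM MgCl2, 0.05% BSA, 1 mM DTT. Fluorescence read at Ex 485/Em 525 nm.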
Numbers without * were called inactive; ? = inconclusive; nt = not tested or not shown; [ ] = remark or other dose. Unless noted, calls come from the whole dose curve; as a rule, active = well fitted curve in the direction sought with a large enough effect; inconclusive = small, poorly fitted or top-dose-only effect, or another doubt; inactive = no such curve, though single readings can be large; an effect the other way counts as inactive or inconclusive. Unless noted, % is set by controls: 0 for no effect and ±100 for the full control effect.

structure	uPA surface inh	B2AR arrestin	KCNH2 WT inh	GALK inhibitor	KCNH2 3.1 inh	USP2a inh	Coupling enz	BCR signal inh	Giardia kill	PKM2 act	Eya2 inh
CC#CC[N+](C)(C)CCCCCC	-4.4%	-0.4%	-0.5	-3.1%	11.7	0.0%	4.2	-2.3%	2.0	-4.6%	12.8%
COc1ccccc1N1CCN(C(CNC(=O)C2CCCCC2)c2cccnc2)CC1 (configuration not stated)	-10.9%	0.0%	-9.4	-0.1%	7.5	0.5%	0.7	8.2%	15.2	2.5%	7.1%
N#Cc1ccc(-c2ccc(OCC3CNC(=O)O3)cc2)cc1 (configuration not stated)	-3.3%	4.7%	-16.4	-7.2%	1.9	-1.9%	0.1	-0.7%	-9.2	0.8%	-0.5%
CCCCCCSC1=C(C#N)C(=O)NC2(CCCCC2)S1	0.4%	-0.3%	4.6	-3.6%	28.1	2.5%	19.1	?	17.1	-0.1%	-1.6%
CC1(C)OC(=O)N(CCc2ccccc2)C1(C)O (configuration not stated)	nt	3.2%	9.0	0.3%	26.8	0.8%	0.0	3.0%	-0.3	6.0%	2.6%
COc1ccc(S(=O)(=O)CCC(=O)N2CCN(c3ccc(C(C)=O)cc3)CC2)cc1	-1.9%	0.2%	1.8	1.8%	-0.9	1.7%	nt	-0.1%	-8.4	nt	-5.2%
Cc1cnc(NC(=O)C2(c3ccccc3)CC2)s1	-1.9%	-0.1%	14.2	-6.5%	0.1	-0.8%	-0.6	-1.1%	-15.2	?	-14.0%
COc1ccc(C(=O)N(c2ccccc2)C2C=CS(=O)(=O)C2)cc1 (configuration not stated)	2.5%	-2.2%	-19.6	-0.6%	-7.0	2.9%	0.1	-8.3%	-8.6	2.0%	3.7%
Cc1ccc(CCP(=O)(O)CN2CCOCC2)cn1	14.7%	-0.2%	22.3	1.1%	15.1	-2.2%	2.4	3.9%	-13.0	1.4%	-38.4%
Cc1ccc(NC(=S)c2nc3ccccc3s2)cc1	-8.6%	0.2%	-6.9	-5.2%	-22.3	0.6%	nt	?	-2.3	-5.7%	-3.2%
CCOc1ccc(-c2ccc(SCC)nn2)cc1	-13.3%	0.4%	-2.9	15.8%	0.2	-0.1%	-1.0	2.2%	-14.4	-31.8%	-21.3%
Cc1ccc(C(C(=O)NCc2ccco2)N(C(=O)Cc2cccs2)c2cccnc2)cc1 (configuration not stated)	4.9%	-0.4%	2.4	4.6%	7.0	1.6%	6.9	2.2%	25.0	-2.9%	-10.3%
COc1ccccc1NS(=O)(=O)c1cccc(C(=O)N2CCCCCC2)c1	0.9%	-0.2%	-9.7	nt	15.8	-1.2%	nt	-3.3%	-27.3	nt	-7.6%
CCOc1ccc(NC(=O)C(=O)N/N=C/c2cccnc2)cc1	3.3%	-0.6%	6.3	-0.1%	-9.2	0.0%	-1.2	5.9%	-4.3	-0.6%	-0.5%
Cn1c(=O)c(C(=O)NCCO)c(O)c2ccccc21	-12.1%	8.4%	-3.5	1.0%	6.7	-1.7%	-1.0	?	20.1	8.6%	-18.5%
NC(=NCCc1ccccc1)NS(=O)(=O)c1cccs1	2.5%	0.1%	-3.1	6.2%	nt	3.2%	1.9	5.5%	12.4	17.8%	3.7%
COCCn1c(=O)[nH]c2cc(C(=O)Nc3cccc(C(C)=O)c3)ccc2c1=O	-2.9%	0.0%	4.8	0.9%	-15.1	-0.3%	-2.1	?	13.5	0.4%	-7.1%
CCCn1c2ccccc2c2cnn(CC(=O)NCCCN3CCCCC3)c(=O)c21	4.1%	0.0%	21.7	-2.7%	3.7	7.0%	nt	6.3%	0.3	nt	-1.0%
Cc1ccc(C2=NS(=O)(=O)N(C)C(C(=O)NCc3ccc(F)cc3)=C2)cc1	-0.9%	-0.7%	4.6	nt	-20.4	-1.0%	-1.4	?	-4.6	11.3%	-2.0%
Cc1ccccc1OCC(=O)NNC(=O)C1CCN(c2ncnc3sc(C)c(C)c23)CC1	-8.3%	0.0%	1.7	nt	-1.2	4.0%	nt	?	-8.3	nt	12.9%
Cc1noc(C)c1C(=O)OCC(=O)Nc1ncc(C(F)(F)F)cc1Cl	7.8%	0.1%	41.6	nt	7.0	7.9%	nt	1.0%	-1.1	nt	-17.8%
COC(=O)N1CCc2c(sc(NC(=O)C3COc4ccccc4O3)c2C(N)=O)C1 (configuration not stated)	-2.7%	0.2%	1.5	nt	-10.1	-2.5%	nt	?	6.3	nt	-5.8%
COc1ccc(CCNC(=O)Cn2cccc2C(=O)c2ccccc2C)cc1OC	8.6%	-1.8%	5.5	1.1%	-6.3	3.1%	5.1	-9.5%	-19.3	-1.7%	0.0%
Cc1onc(-c2c(F)cccc2Cl)c1C(=O)OCC(=O)c1c[nH]c2ccccc12	6.6%	0.2%	-9.4	2.9%	-13.2	0.0%	-3.6	?	34.5[activator]	1.2%	-1.9%
CCOc1ccc(N=C2NC(=O)S/C2=C\c2ccc(Cl)cc2)cc1	-5.5%	-1.0%	1.8	-1.2%	13.4	2.4%	2.4	-0.4%	29.0	-5.9%	6.6%
Cc1nn(C)c(Cl)c1C(=O)NCC(=O)Nc1ccc(C(C)C)cc1	1.8%	-0.6%	-3.6	0.6%	-7.5	0.8%	-0.5	-8.0%	-16.1	-3.2%	-7.7%
O=C(N/N=C/c1ccco1)c1ccc(NC(=O)c2ccc(Cl)cc2)cc1	-3.1%	-0.1%	1.2	-0.8%	-18.0	-1.0%	1.1	3.0%	7.9	-0.4%	8.0%
C=C(C)c1cccc(C(C)(C)NC(=O)Nc2cc(C)ccc2OC)c1	1.5%	3.0%	-14.5	0.5%	-12.3	4.7%	nt	1.0%	-15.4	-0.1%	-19.0%
COc1ccc(-c2nn(-c3ccccc3)cc2/C=C/C(=O)NCCCn2ccnc2)cc1OC	nt	-1.0%	-7.0	2.2%	-7.6	0.8%	2.9	?	-2.4	-2.2%	?
CCN(C(=O)c1cc([N+](=O)[O-])ccc1NCc1cccnc1)c1ccccc1	1.4%	0.3%	3.0	-6.3%	-10.2	0.7%	0.0	1.7%	-6.0	2.5%	-1.3%
COC(=O)C1(C(F)(F)F)N=C2Sc3ccccc3N2C(N2CCOCC2)=N1 (configuration not stated)	9.2%	0.1%	-4.9	0.6%	2.6	2.7%	-0.7	5.6%	5.7	0.8%	0.1%
COC1CCCN(C(=O)c2cccc(OC3CCN(S(=O)(=O)N(C)C)CC3)c2)C1 (configuration not stated)	-0.3%	-1.1%	-7.4	8.6%	-1.3	7.6%	4.8	3.6%	-6.8	0.1%	14.1%
N=c1c2c3c(sc2ncn1CCN1CCOCC1)CCCC3	-3.5%	0.3%	-8.5	0.1%	-4.6	-0.2%	0.1	-0.6%	4.1	3.1%	16.6%
Cn1nc(C(=O)NNC(=O)c2cccc(Cl)c2)ccc1=O	-12.7%	-0.8%	-2.2	nt	5.5	-0.2%	nt	?	2.9	nt	-2.4%
CCOC(=O)C1(CCCc2ccccc2)CCN(Cc2cnn(C)c2)CC1	-9.0%	-0.4%	23.4	3.1%	-17.2	3.5%	0.2	8.5%	6.7	?	-2.4%
CCC(C)N1C(=O)N(C)C2NC(=O)NC21 (configuration not stated)	-12.6%	-1.1%	1.7	0.6%	-23.0	0.3%	1.9	0.5%	-13.4	?	6.1%
O=C(NCc1cccs1)c1cccn2c(=O)c3sccc3nc12	-0.4%	0.0%	-24.7	-3.1%	-40.0	7.4%	4.9	?	1.9	5.5%	5.7%
Cc1ccc(-c2cc(-c3ccccc3)c(C#N)c(N)n2)o1	-8.1%	-0.4%	-2.3	1.5%	8.6	-1.7%	-2.3	?	5.5	?	9.4%
COc1ccc(NC(=O)CC2(CC(=O)N3CCOCC3)CCCC2)cc1Cl	-2.5%	-0.1%	-20.3	nt	17.3	-0.8%	nt	-0.9%	3.9	nt	2.0%
COc1cc(C(=O)NCCCOC(C)C)ccc1OC1CCN(C(C)=O)CC1	10.1%	-0.7%	-3.7	-0.3%	2.6	1.0%	-0.7	-0.1%	-10.5	1.3%	4.8%

Hits appear at their usual frequency; about 2.4% have a hit in one of these screens.
